High-throughput results from PubChem.
FBW7 act: FBW7 E3 ligase activators, primary screen, biochemical, AlphaScreen, human. 650,000 tested, 0.13% active. normalized activity (activation), % at 26.1 µM. F-box/WD repeat-containing protein 7 (Homo sapiens), Q969H0. AlphaScreen FBW7–phospho-cyclin E peptide binding, activator screen; in the data active means normalized activity above about 1.9%;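 further: purified mutant Fbw7 with reduced substrate affinity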
TEAD-YAP block: TEAD-YAP interaction inhibition, primary screen, TEAD-YAP interaction inhibitor project, luminescence, HEK-TIYL cells | TEAD-Gal4/YAP UAS-luciferase luminescence | inhibition, % at 9.12 µM | 640,000 tested, 1.4% active; in the data active means inhibition above about 32%;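 further: 0% = median of test compound wells and 100% = reference inhibitor wells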
MITF primary: MITF inhibitors, primary screen, biochemical, AlphaScreen, human; Microphthalmia-associated transcription factor (Homo sapiens), O75030; AlphaScreen MITF homodimerization, bead proximity signal; inhibition, % at 2.6 µM; 650,000 tested, 0.91% active; in the data active means inhibition above about 50%;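 further: 0% = vehicle wells with protein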
Target sequence (O75030 whole entry, looked up): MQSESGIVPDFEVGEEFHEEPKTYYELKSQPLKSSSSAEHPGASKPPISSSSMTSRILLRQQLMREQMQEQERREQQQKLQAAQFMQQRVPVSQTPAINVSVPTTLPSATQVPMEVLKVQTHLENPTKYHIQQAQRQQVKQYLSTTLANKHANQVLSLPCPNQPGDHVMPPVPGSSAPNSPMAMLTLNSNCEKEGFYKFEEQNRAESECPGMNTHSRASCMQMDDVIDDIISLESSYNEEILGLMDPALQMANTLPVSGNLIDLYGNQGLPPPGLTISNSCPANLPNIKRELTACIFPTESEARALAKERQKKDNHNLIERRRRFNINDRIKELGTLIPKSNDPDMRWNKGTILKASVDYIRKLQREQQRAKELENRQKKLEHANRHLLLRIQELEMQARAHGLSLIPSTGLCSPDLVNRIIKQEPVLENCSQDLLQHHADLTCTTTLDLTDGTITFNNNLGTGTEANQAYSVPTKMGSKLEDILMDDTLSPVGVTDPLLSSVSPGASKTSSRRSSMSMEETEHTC
GPR151 ag: activators of human GPR151, primary screen, cell-based, PathHunter beta-arrestin, luminescence; G-protein coupled receptor 151 (Homo sapiens), Q8TDV0; PathHunter beta-arrestin GPR151 cells; activation, % at 11.2 µM; 650,000 tested, 1% active; AID 1508602, 2020; in the data active means activation above about 4.9%;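 further: 0% = median of compound wells and 100% = cells with positive control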
Target sequence (Q8TDV0 whole entry, looked up): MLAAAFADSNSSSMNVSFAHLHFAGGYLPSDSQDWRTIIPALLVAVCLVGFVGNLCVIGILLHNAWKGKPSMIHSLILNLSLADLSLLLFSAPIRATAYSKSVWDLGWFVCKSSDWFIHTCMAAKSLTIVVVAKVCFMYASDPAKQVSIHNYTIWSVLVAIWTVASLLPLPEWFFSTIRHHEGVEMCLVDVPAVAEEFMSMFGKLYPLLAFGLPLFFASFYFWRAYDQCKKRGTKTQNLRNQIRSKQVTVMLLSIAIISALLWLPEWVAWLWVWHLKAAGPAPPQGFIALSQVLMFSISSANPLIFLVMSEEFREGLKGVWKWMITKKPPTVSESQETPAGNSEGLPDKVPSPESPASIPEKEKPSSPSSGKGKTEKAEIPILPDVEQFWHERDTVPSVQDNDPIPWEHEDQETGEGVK
The depositor's hits bear a star.

SMILES	FBW7 act	TEAD-YAP block	MITF primary	GPR151 ag
COc1ccc(C2C(C(=O)Nc3cccc(NC(C)=O)c3)c3ccccc3C(=O)N2Cc2ccc(F)cc2)cc1 (stereo unspecified)	0.3	6	21	2.0
O=C1CCC(CCC(=O)N2CCN(C3C4CC5CC(C4)CC3C5)CC2)(Cc2ccco2)N1 (stereo unspecified)	0.2	2	-4	-1.1
Cc1ccc(N(C(C)C(=O)Nc2cccc(Cl)c2Cl)S(C)(=O)=O)cc1 (stereo unspecified)	0.2	-1	10	0.4
CCC1(c2ccccc2)NC(=O)N(Cc2ccccc2C#N)C1=O (stereo unspecified)	0.0	2	8	0.4
Cc1c(Cl)cccc1NC(=O)COc1ccc(Cl)cc1	-0.1	-13	-13	1.5
COc1ccc(C(=O)CCNC(Cc2cnc[nH]2)C(=O)O)cc1 (stereo unspecified)	-0.3	6	34	-1.2
CC(=O)N(CC1CCCO1)c1nc(-c2ccc(Cl)cc2)cs1 (stereo unspecified)	-0.1	-11	0	-0.2
C/C(=N/OC(=O)c1c(-c2c(F)cccc2Cl)noc1C)c1cnccn1	0.0	0	-13	0.6
O=C1CCCN1CCn1cnc2c(NCc3cccc(C(F)(F)F)c3)nc(Nc3ccc4ncccc4c3)nc21	-0.1	-12	2	2.3
COc1ccc(C2Nc3ccccc3NC3=C2C(=O)CC(c2cccs2)C3)c(OC)c1OC (stereo unspecified)	0.0	-5	12	0.2
COc1ccc(CNC(=O)CN(C(=O)c2csnn2)c2ccc(Cl)cc2)cc1	0.2	-26	-14	-0.3
CCOC(=O)c1ccccc1NC(=O)c1sc2nc(C)nc(N3CCC(C)CC3)c2c1C	0.0	8	-4	1.6
COc1ccccc1N(CC(=O)NCCSCc1cccc(Cl)c1)S(C)(=O)=O	0.2	-5	7	0.5
O=[N+]([O-])c1cccc(CN2CCC(N3CCN(Cc4ccccc4)CC3)CC2)c1	0.0	-6	23	-1.1
CCCCS(=O)C1CCCCC1OC(=O)c1ccccc1 (stereo unspecified)	0.6	10	6	0.0
CN(C(=O)CSc1nnc(N)s1)c1ccccc1	0.0	0	-7	-1.1
O=C1c2oc3ccccc3c(=O)c2C(c2cccc(F)c2)N1c1ccccn1 (stereo unspecified)	0.1	-3	12	-0.1
C=CCOc1cccc(C(=O)NCCc2ccccc2)c1	0.4	-39	7	-1.1
CC(C)Oc1ccc(C(=O)NC2=NCCS2)cc1	-0.1	-5	-1	-1.1
Cc1ccc(C2=NOC(=O)/C2=C\c2ccc(F)c(Oc3ccccc3)c2)cc1	0.1	-2	34	1.1
COc1ccc(CNc2oc(Cc3ccccc3)nc2C#N)cc1	0.1	-26	-9	0.9
N[C@@H](Cc1ccc(Br)cc1)C(=O)N1CCC(C(=O)Nc2ccc3[nH]ncc3c2)C1 (stereo partly specified)	0.0	-2	11	0.9
CCOC(=O)c1ccc(-n2c(C)cc(/C=C3\C(=O)N(c4ccccc4)N=C3C)c2C)cc1	-0.3	-2	-8	0.4
CN1c2ncccc2C(=O)NC12CCN(C(=O)c1cccc3cccnc13)CC2	-0.2	-6	11	1.4
CCOc1ccc(N2CC(CNC(=O)Nc3cccc(Cl)c3)CC2=O)cc1 (stereo unspecified)	-0.1	8	-9	-0.5

The closing two records of the section above come first, to join the parts.
SMILES	FBW7 act	TEAD-YAP block	MITF primary	GPR151 ag
CN1c2ncccc2C(=O)NC12CCN(C(=O)c1cccc3cccnc13)CC2	-0.2	-6	11	1.4
CCOc1ccc(N2CC(CNC(=O)Nc3cccc(Cl)c3)CC2=O)cc1 (stereo unspecified)	-0.1	8	-9	-0.5
CCN(Cc1ccncc1)C(=O)CC1(c2ccccc2C)CC(=O)N(CCN(C)C)C1=O (stereo unspecified)	-0.1	5	-3	-1.2
CC(Oc1ccc(Cl)cc1Cl)c1nc(-c2ccc(NC(=O)c3cccs3)cc2)no1 (stereo unspecified)	0.1	-50	-5	-1.5
COc1ccc(CCNS(=O)(=O)c2cc(C(=O)Nc3ccc(C(C)C)cc3)ccc2F)cc1OC	-0.1	-4	4	1.6
CC1CCCCC1NC(=O)CCNS(=O)(=O)c1ccc2c(c1)CC(C)N2C(=O)C1CC1 (stereo unspecified)	0.3	8	7	-0.4
Cc1noc(/C=C/c2ccc(Cl)cc2)c1[N+](=O)[O-]	0.0	-2	1	2.9
C/C(=N\NC(=O)c1cc(-c2ccccc2)n[nH]1)c1ccccc1O	-0.2	2	-4	-0.2
CCOC(=O)CNS(=O)(=O)c1ccc([N+](=O)[O-])cc1	-0.1	7	0	2.8
COc1ccc(CC(=O)NCC2COc3ccccc3O2)cc1OC (stereo unspecified)	-0.1	8	2	-0.1
Cc1ccc(NC(=O)CCc2nnc3ccc(NCc4ccc(F)cc4)nn23)cc1	0.0	9	5	0.3
O=C(O)Cc1ccc(N2C(=O)C3C4CCC(C4)C3C2=O)cc1 (stereo unspecified)	0.1	4	18	1.5
CCCOc1cccc(C(=O)Nc2cccc(-c3nc4ccc(C)cc4o3)c2)c1	0.1	-8	-2	1.0
CC(=O)NCC(=O)N1CCc2c([nH]c3ccccc23)C1c1c(F)cccc1Cl (stereo unspecified)	-0.1	-12	-18	-1.5
CCOc1ccccc1CN1CCC(CO)(Cc2ccc(OC)cc2)CC1	-0.2	-2	-3	-0.4
CC(=O)NCCNC(=O)c1ccc(C)nc1NCc1cccnc1	1.5	-9	10	-0.6
Cc1cc(C)n2nc(SCC(=O)NNC(=O)COc3ccc(Cl)cc3)nc2n1	0.1	4	11	0.3
OCCC1CN(Cc2ccccc2F)CCN1C1CCCC1 (stereo unspecified)	0.1	-2	9	-1.1
Cc1ccc(N=Cc2nc(/C=C/c3cccc([N+](=O)[O-])c3)oc2O)c(C)c1	0.0	-1	1	2.2
CCOC(=O)CCn1c(=O)c2c(nc3oc(C(C)(C)C)cn32)n(C)c1=O	0.3	4	8	-1.4
O=C(Nc1ccc(Cl)cc1)NC1CC2CCC1C2 (stereo unspecified)	0.0	-81	-19	0.0
Cc1ncc(CN2CCC(CO)(Cc3ccccc3)CC2)s1	0.3	-1	-2	0.0
COc1ccc(Cl)cc1NC(=O)N1CCCCCC1	0.1	7	13	0.0
CCOc1ccc(NC(=O)c2ccc3c(=O)n(-c4ccc(OC)cc4OC)c(=S)[nH]c3c2)cc1	0.3	14	-12	1.9
Cc1ccc(NC(=O)C2CC(=O)NC(Nc3nc4ccccc4s3)=N2)cc1 (stereo unspecified)	0.0	-16	-7	1.3
Cc1ccc(S(=O)(=O)Cc2cn[nH]c2)cc1	0.0	11	0	-1.3
CSc1ncc(CN2CCCC(CCC(=O)NCc3ccc(F)c(F)c3)C2)cn1 (stereo unspecified)	0.0	12	-2	-0.9

Of the compounds above, 3 contain an aryl thioether with sulfur outside any ring:
SMILES	FBW7 act	TEAD-YAP block	MITF primary	GPR151 ag
CN(C(=O)CSc1nnc(N)s1)c1ccccc1	0.0	0	-7	-1.1
Cc1cc(C)n2nc(SCC(=O)NNC(=O)COc3ccc(Cl)cc3)nc2n1	0.1	4	11	0.3
CSc1ncc(CN2CCCC(CCC(=O)NCc3ccc(F)c(F)c3)C2)cn1 (stereo unspecified)	0.0	12	-2	-0.9

Additional records follow.
SMILES	FBW7 act	TEAD-YAP block	MITF primary	GPR151 ag
CCOC(=O)c1sc2nc(C)n(Cc3ccccc3C)c(=O)c2c1C	0.1	3	0	0.7
COC(=O)c1c(OCc2ccc(F)cc2)cc(=O)n2c1CCN(CC(C)C)CC2	0.1	-12	10	-1.1
CC(=O)c1ccc(C(=O)Nc2nc3c(C)ccc(C)c3s2)cc1	0.1	-4	4	-0.3
O=C(Cc1ccccc1)NCc1ccc(Cl)c(Cl)c1	0.7	-19	0	0.5
COc1cccc(S(=O)(=O)Nc2ccc(C(=O)N3CC(C)CC(C)C3)cc2)c1 (stereo unspecified)	0.0	7	10	1.6
COc1ccc(-c2cc(C(F)(F)F)n3nc(C(=O)N4CCN(c5ccccc5OC)CC4)cc3n2)cc1OC	0.2	7	14	-0.1
COc1ccc2[nH]c3nc(SCC(=O)N(C)C)nnc3c2c1	-0.3	1	-2	1.3
CC(Cc1cccs1)NC(=O)Cn1cc(NC(=O)CCOc2ccccc2)cn1 (stereo unspecified)	0.2	8	22	-1.4
COc1ccc(C2C(C(=O)Nc3cccc(C(F)(F)F)c3)=C(C)NC3=C2C(=O)CC(C)(C)C3)cc1 (stereo unspecified)	-0.1	-10	-4	0.9
CCN(CCO)C(=O)CCCN1C(=O)/C(=C\c2ccco2)SC1=S	-0.1	12	4	0.7
Cc1ccccc1Cn1c(C)c(CNCc2ccco2)c(C(=O)O)c1C	0.8	6	2	0.0
COc1ccc(C(=O)NNc2nc3ccc(C)cc3s2)cc1	0.1	-5	7	1.1
CCOC(=O)C(NC(=O)N(C1=NCC(C)S1)c1cccc(C(F)(F)F)c1)(OC)C(F)(F)F (stereo unspecified)	0.3	-14	-5	-1.6
CCC(=O)n1/c(=N/C(=N)N)nc(C)c2ccc(C)cc21	-0.1	18	4	0.1
O=C(O)CSC1c2ccccc2C(=O)N1Cc1cccs1 (stereo unspecified)	0.1	-5	-13	-1.0
O[C@H](Cc1ccccc1)c1nc2ccc(-c3ccncc3)cc2[nH]1	-0.2	16	8	1.4
CCCNC(=O)CCc1c(C)nc2c(c(C)nn2C)c1C	-0.1	1	-13	0.2
Clc1ccc(-n2c(-c3ccccc3)nnc2-c2ccccc2)cc1	0.0	-9	1	-0.4
O=C(CCC(=O)OCC(=O)c1cccc([N+](=O)[O-])c1)Nc1ccc(Oc2ccccc2)cc1	0.1	1	-1	3.1
CCC(C(=O)NCc1ccccn1)n1c2ccccc2c2nc(=O)cc(C)n21 (stereo unspecified)	-0.6	3	9	1.5
CCC(C)C(=O)N1c2ccccc2C(N(C(=O)COc2ccccc2)c2ccccc2)CC1C (stereo unspecified)	0.2	-7	9	1.2
COc1ccc(CCn2c(=S)[nH]c3cc(C(=O)NCc4ccco4)ccc3c2=O)cc1OC	0.3	-11	-1	-0.1
Cc1c(NC(=O)CN2C(=O)c3ccc([N+](=O)[O-])cc3C2=O)cccc1C(=O)O	0.0	7	0	1.7
COc1cc(S(=O)(=O)N2CCCCC2)ccc1NC(=O)c1ccccc1[N+](=O)[O-]	-0.3	-1	4	0.0
Cc1ccc(OCCN2CCN(c3c4c(c(C#N)c5nc6ccccc6n35)CCC4)CC2)cc1	0.0	-7	8	0.2

Profiles, looked up by structure. Order of screens: FBW7 act, TEAD-YAP block, MITF primary, GPR151 ag
O=C(O)CSC1c2ccccc2C(=O)N1Cc1cccs1 (stereo unspecified) is listed with 0.1, -5, -13, -1.0
CCC(=O)n1/c(=N/C(=N)N)nc(C)c2ccc(C)cc21 is listed with -0.1, 18, 4, 0.1
CCOC(=O)c1sc2nc(C)n(Cc3ccccc3C)c(=O)c2c1C is listed with 0.1, 3, 0, 0.7
Cc1noc(/C=C/c2ccc(Cl)cc2)c1[N+](=O)[O-] is listed with 0.0, -2, 1, 2.9

Following part:
SMILES	FBW7 act	TEAD-YAP block	MITF primary	GPR151 ag
N#CC1=C(N)N(c2ccccc2C(F)(F)F)C2=C(C(=O)CCC2)C1c1ccc2c(c1)OCO2 (stereo unspecified)	0.1	-10	-18	0.8
COc1ccc(/C=N/NC(=O)CCc2n[nH]c(=O)[nH]c2=O)cc1OC	0.2	-7	2	0.2
COc1ccc(OC)c(N2C(=O)C3C4C=CC(C5CC45)C3C2=O)c1 (stereo unspecified)	0.1	5	-12	-1.3
CCN(CCCNc1c(-c2ccccc2)c(=O)c1=O)Cc1ccccc1	0.6	2	12	-4.4
COc1ccc2nc(SCC(=O)Nc3cc(OC)c(OC)cc3C(=O)O)c(C)cc2c1	0.0	4	5	0.0
CCOC(=O)CSc1nc(-c2ccc(F)cc2)nc2c1c(=O)n(C)c(=O)n2C	0.3	-5	-6	-0.9
COC(=O)C1CCN(S(=O)(=O)c2ccc(C)cc2)CC1	0.1	-7	-4	-0.7
COc1ccc(NC(=O)C2CC23CCC3)cc1 (stereo unspecified)	-0.1	-59	-2	1.9
O=C(Cn1ccn(-c2ccccc2)c(=O)c1=O)Nc1ccc(Br)cc1	0.5	-14	15	-3.4
CCCc1ccc(Oc2c(C)oc3cc(OC)ccc3c2=O)cc1	0.1	0	0	0.4
O=C(COC(=O)c1cnccn1)Nc1ccc2c(c1)OCO2	0.2	-2	4	-1.1

Compounds as they come; any-hit rate near 3.4%.
